Source: PubChem BioAssay (National Center for Advancing Translational Sciences (NCATS))
L3MBTL1 inh: qHTS Assay for the Inhibitors of L3MBTL1; AlphaScreen L3MBTL1–H3K9me1 peptide binding; AID 485360, 2010; 0.66% of 230,000 active; Lethal(3)malignant brain tumor-like protein 1 (Homo sapiens), Q9Y468; Potency, µM (top dose mostly 57.1 µM), without a hit: top-dose activity, negative = inhibition, hits mostly inhibitors; note: nearly all actives have a fitted effect of over 60% in size
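L3MBTL1 50 nM + b-AHA-H3(1-15)K9me1 75 nM, 30 min RT; compound added, 30 min RT; streptavidin donor/Ni-chelate acceptor beads 10 ug/mL each final, 30 min RT dark; AlphaScreen read.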
TR SRC2 fluor cs: Total Fluorescence Counterscreen for Inhibitors of the Interaction of Thyroid Hormone Receptor and Steroid Receptor Coregulator 2; TRb/SRC2 Texas Red total fluorescence interference; Potency, µM (top dose mostly 106 µM), without a hit: top-dose fluorescence change, negative = quenching; 0.29% of 280,000 active; active = well fitted curve in either direction with a large enough effect; inconclusive = small, poorly fitted or top-dose-only effect
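Flags fluorescent or light-absorbing compounds by total fluorescence, S + 2P, at 555 nm excitation and 632 nm emission. Mixture: 20 nM Texas Red SRC2 peptide, 0.6 uM human TRb LBD, 1 uM T3, 5% DMSO; compound exposure 5 h at ambient temperature.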
GAA inhib: qHTS Assay for Inhibitors of Human alpha-Glucosidase as a Potential Chaperone Treatment of Pompe Disease; Lysosomal alpha-glucosidase (Homo sapiens), P10253; purified human GAA, 4-MU-alpha-glucoside fluorescence; Potency, µM (doses to about 76.9 µM), without a hit: at the highest dose activity change, negative = inhibition, hits mostly inhibitors; 0.005% of 200,000 active; AID 1466, 2008;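 note: plate controls were uninhibited enzyme wells for no effect and no-enzyme background for full effect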
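qHTS format, compound range up to 77 uM. Human lysosomal enzyme at 4 nM, 400 uM 4-MU glucoside substrate, pH 5.0, 20 min room temperature; fluorescence after alkaline stop gives activity normalized to controls.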
TRb SRC2 PPI: qHTS for Inhibitors of the Interaction of Thyroid Hormone Receptor and Steroid Receptor Coregulator 2; Potency, µM (series often up to 106 µM), inactives show top-dose activity change, negative = inhibition, hits mostly inhibitors; TRbeta-SRC2 peptide binding, fluorescence polarization; receptor liganded with 1 µM T3; 0.065% of 280,000 active; Thyroid hormone receptor beta (Homo sapiens), P10828;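 note: plate controls were bound peptide for no effect and peptide without receptor for full effect; nearly all actives have a fitted effect of over 50% in size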
Target sequence (P10828 whole entry, looked up): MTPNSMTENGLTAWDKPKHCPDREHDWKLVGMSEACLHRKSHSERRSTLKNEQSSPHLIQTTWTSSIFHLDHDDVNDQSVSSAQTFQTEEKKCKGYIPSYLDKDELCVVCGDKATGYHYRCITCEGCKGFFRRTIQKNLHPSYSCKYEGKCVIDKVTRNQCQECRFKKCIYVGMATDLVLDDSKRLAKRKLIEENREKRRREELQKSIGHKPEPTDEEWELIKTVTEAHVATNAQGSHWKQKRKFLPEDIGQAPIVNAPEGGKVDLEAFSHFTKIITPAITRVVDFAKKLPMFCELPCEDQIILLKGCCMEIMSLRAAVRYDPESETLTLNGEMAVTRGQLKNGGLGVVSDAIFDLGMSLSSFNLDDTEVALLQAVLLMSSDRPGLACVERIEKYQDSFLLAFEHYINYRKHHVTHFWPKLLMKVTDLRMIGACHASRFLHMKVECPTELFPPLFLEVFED
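Human TRb ligand-binding domain (0.6 uM) is mixed with 20 nM Texas Red SRC2 peptide and 1 uM T3; after compound addition and 5 hr at ambient temperature, polarization is measured and normalized to unbound and bound controls.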
GAA spleen mod: qHTS Assay for Inhibitors and Activators of Human alpha-Glucosidase From Spleen Homogenate | human spleen homogenate, 4-MU-alpha-glucoside fluorescence | Lysosomal alpha-glucosidase (Homo sapiens), P10253 | Potency, µM (top dose mostly 79.9 µM), for inactives: at the top dose activity change, negative = inhibition, most hits filed as inhibitors | 0.006% of 240,000 active;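 note: 0% = enzyme with vehicle and -100% = no enzyme basal signal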
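Enzyme source: human spleen homogenate, 1 ug/well. Buffer 50 mM citric acid/K phosphate pH 5.0, 0.01% Tween-20. 4-MU-alpha-glucoside 1 mM; 37 C x 40 min; NaOH/glycine stop; fluorescence.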
GoLoco inh red: qHTS Assay for Inhibitors of RGS12 GoLoco Motif Activity (Red Fluorophore). 0.44% of 230,000 active. Gai1:RGS12 GoLoco peptide FP, rhodamine, 10 min. Potency, µM (titrated, usually from 61.6 µM), inactives show at the top dose activity, negative = inhibition, actives largely listed as inhibitors. Guanine nucleotide-binding protein G(i) subunit alpha-1 (Homo sapiens), P63096; active = well fitted inhibition curve with a large enough effect, not every such curve was filed as active; inactive = no such curve, though single readings can be large or run the other way; note: nearly all actives have a fitted effect of over 30% in size; many of its hits are not listed in these tables
Target sequence (P63096 whole entry, looked up): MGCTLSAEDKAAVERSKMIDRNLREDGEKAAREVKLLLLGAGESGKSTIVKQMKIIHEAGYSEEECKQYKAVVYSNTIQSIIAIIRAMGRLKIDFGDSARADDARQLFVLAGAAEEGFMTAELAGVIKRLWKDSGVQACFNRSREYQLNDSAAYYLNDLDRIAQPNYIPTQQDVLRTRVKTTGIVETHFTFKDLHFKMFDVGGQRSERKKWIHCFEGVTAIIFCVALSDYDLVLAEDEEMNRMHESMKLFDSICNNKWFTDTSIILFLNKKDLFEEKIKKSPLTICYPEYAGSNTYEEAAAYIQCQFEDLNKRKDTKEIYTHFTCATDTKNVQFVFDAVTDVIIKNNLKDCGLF
RECQ1 inh: qHTS Assay for Inhibitors of RecQ-Like Dna Helicase 1 (RECQ1). AID 2549, 2010. 0.54% of 240,000 active. Potency, µM (top dose mostly 57.3 µM), for inactives: at the highest dose activity, negative = inhibition, usual class: inhibitors. RECQ1 DNA unwinding, red fluorescence kinetic read;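 note: plate controls were vehicle for no effect and no enzyme for full effect; nearly all actives have a fitted effect of over 30% in size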
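50 nM RECQ1T1 preincubated 15 min with compound in Tris pH 8.0 buffer with MgCl2, DTT, Tween-20 and 2.5 ug/ml poly(dI-dC); started with 200 nM TAMRA/BHQ-2 forked duplex and 2 mM ATP. Unwinding read as fluorescence (525/598 nm), two reads 2 h apart.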
GAA glycogen mod: qHTS Assay for Inhibitors and Activators of Human alpha-Glucosidase Cleavage of Glycogen | AID 2100, 2009 | 0.38% of 300,000 active | recombinant GAA, glycogen substrate, Amplex Red glucose oxidase fluorescence | Potency, µM (doses to about 76.4 µM), inactives show at the highest dose activity change, negative = inhibition, usual class: inhibitors | Lysosomal alpha-glucosidase (Homo sapiens), P10253;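 note: 0% = full enzyme reaction and -100% = no-enzyme basal signal; the screen sought inhibitors and activators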
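qHTS, 1536-well; enzyme 4 nM final; cpd up to 77 uM; substrate bovine liver glycogen 30 ug; 50 mM citrate/phosphate pH 5.0, 0.01% Tween-20; 37 C, 40 min; Amplex Red detection 45 min RT; Hill fit → AC50.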
The depositor's hits bear a star; i = inactive; ? = inconclusive; . = no result given; & = joins results of further samples; [ ] = another dose, or the depositor's remark. Unless noted, calls come from the whole dose curve; as a rule, active = well fitted curve in the direction sought with a large enough effect; inconclusive = small, poorly fitted or top-dose-only effect, or another doubt; inactive = no such curve, though single readings can be large; an effect the other way counts as inactive or inconclusive. Unless noted, % is set by controls: 0 for no effect and ±100 for the full control effect; potency is the fitted concentration of half-maximal effect. A portion of the library; rates above refer to the full screens.

SMILES	GAA glycogen mod	TRb SRC2 PPI	GoLoco inh red	RECQ1 inh	L3MBTL1 inh	GAA inhib	TR SRC2 fluor cs	GAA spleen mod
Cc1ccc(NC(=O)COC(=O)Cn2cnc3c2c(=O)n(C)c(=O)n3C)cc1Cl	4%	2%	2%	-5%	?	7%	-2%	9%
O=C(NCc1ccccc1)c1cc(-c2ccco2)on1	-2%	-10%	2%	-16%	.	1%	3%	-3%
COc1ccc(CNC(=O)CSc2nc(-c3ccccc3)cc(-c3cccs3)c2C#N)cc1	4%	-4%	10%	i	.	?	-3%	4%
CC(C)(C)C(=O)N1CCN(c2c(Cl)cccc2[N+](=O)[O-])CC1	1%	-3%	3%	-2%	-8%	-5%	2%	-9%
COC(=O)c1sccc1NC(=O)CSCC(=O)O	-2%	-4%	6%	-3%	-6%	1%	-2%	-11%
CC(C)C(N)C(=O)OCCOCn1cnc2c(=O)[nH]c(N)nc21 (stereo unspecified)	.	5%	3%	-5%	.	.	-2%	2%
Cc1cccc(NC(=O)C2CCN(S(=O)(=O)c3cccc4cccnc34)CC2)n1	-10%	7%	10%	-8%	-4%	-13%[15.4 µM]	-1%	-9%
Cc1sc(NC(=O)c2ccccc2)c(C(c2ccccn2)N2CCN(CCO)CC2)c1C (stereo unspecified)	-10%	6%	-36%	0%	-24%	-1%	1%	-1%
Cc1ccc(NC(=O)c2cccs2)cc1[N+](=O)[O-]	4%	-5%	-5%	-23%	9%	-1%	-2%	-2%
O=c1c2c(nc3cc(-c4cccc(F)c4)[nH]n13)CCC2	-5%	4%	7%	-3%	0%	0%	-1%	2%
CCOC(=O)COc1ccc2c(c1)C(=O)CC(C)(c1cccnc1)O2 (stereo unspecified)	7%	-20%	8%	i	9%	?	0%	26%
O=C(O)CCCCCNc1ccc2nsnc2c1[N+](=O)[O-]	0%	-12%[53 µM]	-1%	-2%	34%[activator]	-8%	35µM*[quencher]	-1%
CNc1nc(C)c(C(=O)c2ccc(Cl)cc2)s1	1%	4%	-6%	-4%	.	-4%	0%	-9%
COc1cc(NC(=O)c2cccc(Cl)c2)ccc1NC(=O)c1cccs1	-10%	-2%[53 µM]	6%	-15%	1%	13%	-1%[53 µM]	-11%
COc1ccc(/C(C)=N/NC(=O)C2C3CCCCC32)c(OC)c1 (stereo unspecified)	6%	8%	5%	-9%	-1%	-25%	0%	4%
CC(C)(C)c1nc(Sc2ncccc2[N+](=O)[O-])n[nH]1	-1%	4%	-3%	-5%	-5%	-4%[15.4 µM]	-2%	-4%
CC(C)CO/N=C1/C[C@@H](O)[C@@H](O)[C@@H]2[C@@H]3C(=O)N(Cc4ccc5c(c4)OCO5)C(=O)[C@H]3CC[C@@H]12	.	-1%[11.2 µM]	.	i[11.5 µM]	.	.	-21%[11.2 µM]	8%[17.4 µM]
CCCCCCC(=O)N=Nc1c(O)[nH]c2ccc([N+](=O)[O-])cc12	10%	-1%	7%	-7%	-2%	-2%	1%	-1%
O=C(/C=C/c1ccc([N+](=O)[O-])cc1)NNC(=O)C1CC1	9%	2%	-14%	-1%	10%	-9%	-1%	-4%
COc1ccc(N2CCN(Cc3cc(=O)oc4ccc5ccccc5c34)CC2)cc1	-12%	-5%	8%	-1%	-6%	-13%	1%	1%
CCC(Sc1nc2ccncc2[nH]1)C(=O)Nc1cc(Cl)ccc1C (stereo unspecified)	-8%&16%[76.3 µM]	4%	.	.	0%	.	0%	.
CCOC(=O)CNS(=O)(=O)c1cc(-c2nn(C)c(=O)c3ccccc23)ccc1C	1%	0%	4%	-3%	28µM*	1%	-2%	0%
Cc1ccc2oc(-c3cccc(NC(=S)NC(=O)/C=C/c4ccco4)c3)nc2c1	0%	6%	39%[activator]	?	-15%	2%	-13%	0%
CCOC(=O)c1cc(C#N)c(SCc2ccc(C#N)cc2)nc1C	5%	-12%	6%	i	-7%	-4%	-2%	0%
COc1ccc(C(=O)c2ccc(OC)c3cccc(O)c23)cc1OC	?	-3%	-7%	-16%	.	?	-6%	-12%
COc1ccc(CC(=O)NCCN2CCCC2)cc1	-2%	-1%	5%	-3%	0%	2%	-2%	0%
CCCC1CCC(C2=N/C(=C\c3ccc(OC)c(OC)c3)C(=O)O2)CC1 (stereo unspecified)	0%	-1%	5%	-7%	.	-23%	-3%	6%
COc1cc(/C=C(\C#N)c2nc3c(s2)CCCC3)ccc1O	?	-20%	122%[activator]	-6%	.	-7%	-4%	-5%
CCOC(=O)c1c(NC(=O)COc2ncnc3ccccc23)sc(C)c1CC	-8%	3%	38%[activator]	-10%	-14%	0%	-1%	-1%
CCCCC1=CC2=CC(=O)C(C)(OC(=O)CC)C(=O)C2=CN1CCN1CCOCC1 (stereo unspecified)	2%	7%[11.2 µM]	5%[14.2 µM]	-3%[11.5 µM]	.	.	3%[11.2 µM]	-2%[17.4 µM]
C=CC[C@@H]1C=C[C@@H](O/N=C\[C@@H](NS(=O)(=O)c2ccc(C)cc2)[C@H](C)/C=C\CC(=O)OC)[C@@H](CO)O1	.	1%[11.2 µM]	.	-1%[11.5 µM]	.	.	0%[11.2 µM]	1%[17.4 µM]
CCc1ccc(OCCNC(=O)c2ccc(S(=O)(=O)N(C)C)cc2)cc1	-13%	-9%	14%	6%	.	-1%	0%	-10%
Cc1cc(C)nc(-n2ncc3c2CC(c2ccccc2C)CC3=O)n1 (stereo unspecified)	6%	-2%	-3%	-4%	10%	4%	-1%	-4%
COC(=O)C(C)NC(=O)C1CCCN1S(=O)(=O)c1cc(C)c(Cl)cc1C (stereo unspecified)	4%	-4%	-7%	-15%	8%	1%	1%	-1%
O=C(C1CCN(C2CCN(C/C(Cl)=C/c3ccccc3)CC2)CC1)N1CCOCC1	-1%	5%	-3%	i	2%	.	3%	10%
O=C(NCc1ccc(F)cc1)c1ccc[nH]1	-3%	-4%	12%	i	4%	4%	0%	4%
COC(=O)c1cnn(C(=O)c2ccccc2Br)c1N	1%	7%	1%	-8%	12%	-3%	-3%	-9%
CC(C)(C)NC(=O)c1cc(-c2ccccc2)n[nH]1	-13%	-1%	0%	-2%	.	2%	-2%	-2%
COc1ccc(CN(C)c2ncnc(N)n2)cc1	-9%	-7%	-8%	-9%	.	-1%	-1%	-10%
CC(C)NC(=O)c1onc(CSc2cccc(F)c2)c1C(=O)O	8%	-12%[53 µM]	-5%	-3%	49%[activator]	-5%	0%[53 µM]	-5%
CCc1cccc(C)c1NC(=O)COC(=O)c1ccc2c(c1)S(=O)(=O)c1ccccc1C2=O	4%	-4%	1%	5%	-1%	-2%	-2%	-13%
CCC(C)/C(C)=N/NC(=O)c1ccccc1OCCOc1ccccc1 (stereo unspecified)	-21%	5%	8%	-5%	2%	1%	-2%	4%
CCN(CC)S(=O)(=O)c1cccc(C(=O)OCC(=O)C23CC4CC(CC(C4)C2)C3)c1	-11%	-8%	-2%	i	.	-2%	-8%	-5%
Cc1cc(C)cc(OCC(=O)Nc2cccc(-c3nnc(-c4ccco4)o3)c2)c1	-3%	-4%	-6%	10%	-1%	-27%	1%	-8%
CCCC(c1nnnn1CC1CCCO1)N1CCN(c2cc(Cl)ccc2C)CC1 (stereo unspecified)	0%	1%	-6%	-7%	-2%	-17%	-7%	-11%
COc1ccc(/C=c2\s/c(=C(/C#N)C(=O)NCc3ccco3)n(-c3ccccc3)c2=O)cc1	3%	0%[53 µM]	52%[activator]	i	3%	-3%	0%[53 µM]	-10%
CC1=CCC2(CO)COC(c3ccccc3O)C1C2 (stereo unspecified)	3%	-2%	3%	-2%	-2%	-10%	1%	-1%
CCOC(=O)C1=C(NC(=O)c2ccc(Br)o2)Nc2ccccc2N=C1	2%	-11%	-2%	i	8%	-4%	1%	-3%
COc1ccc(-c2cc(C(F)(F)F)n3nc(C)cc3n2)cc1	-5%	-1%	-1%	-3%	9%	0%[15.4 µM]	-3%	0%
CCOC(=O)C1=C(C)NC(=O)NC1c1c(C)nn(-c2ccccc2)c1Cl (stereo unspecified)	-2%	-11%	-3%	-2%	11%[11.4 µM]	3%	0%	-16%
CC(=O)Nc1ccc2nc(SCC(=O)N3CCOCC3)sc2c1	-2%	-3%	3%	-6%	.	-2%	-5%	5%
CCCSc1nnc(-c2c[nH]c3ccccc23)n1C	4%	-3%	-2%	-13%	.	-5%	1%	2%
CCN(CC)Cc1c(C(=O)OC(C)C)nnn1-c1nonc1N	2%	0%	4%	-6%	4%	-4%	2%	2%
O=C(N/N=C/c1cccnc1)c1cccs1	8%	4%	2%	-3%	-1%	.	-2%	3%
Cc1ccc(C(=O)CSc2nnc(CNc3ccc(C)cc3C)o2)cc1	-21%	-9%	-2%	-14%	-4%	2%	0%	-4%
Cc1cc(C(=O)CSc2nnnn2C)c(C)n1Cc1ccco1	4%	-1%	5%	-14%	-23%	-3%	-6%	-21%
